NR2E3 ag-1: inhibitors of NR2E3-RetCOR corepressor binding, primary screen, NR2E3 agonist project, biochemical, TR-FRET, GST-NR2E3, biotin-RetCOR. AID 2300, 2010. 1536-well. inhibition of corepressor binding, % at 4.78 µM. Photoreceptor-specific nuclear receptor (Homo sapiens), Q9Y5X4. actives 0.12% (n = 320,000);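 active = percent inhibition above the cutoff of mean plus 3 SD of all tested compounds, set per screening campaign, cut at about 20% in these data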;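 also: 0% = DMSO wells and 100% = biotin wells as full block of FRET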
Target sequence (Q9Y5X4 whole entry, looked up): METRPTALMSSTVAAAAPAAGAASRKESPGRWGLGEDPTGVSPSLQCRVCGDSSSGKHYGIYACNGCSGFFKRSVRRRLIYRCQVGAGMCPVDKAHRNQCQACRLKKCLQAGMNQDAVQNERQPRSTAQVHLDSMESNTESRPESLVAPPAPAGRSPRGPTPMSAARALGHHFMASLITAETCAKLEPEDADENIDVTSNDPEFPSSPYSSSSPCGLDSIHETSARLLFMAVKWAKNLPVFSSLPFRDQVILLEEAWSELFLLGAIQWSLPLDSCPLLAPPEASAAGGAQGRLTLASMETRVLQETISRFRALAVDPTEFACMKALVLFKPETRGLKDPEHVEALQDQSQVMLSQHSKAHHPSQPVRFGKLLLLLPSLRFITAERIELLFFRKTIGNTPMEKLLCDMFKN
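Assay system: NR2E3–RetCOR corepressor complex. Quantity: 1.35 nM GST-NR2E3. Buffer or medium: pH 7.5 Tris-based buffer. Reagent: biotinylated RetCOR corepressor at 7 nM final. Schedule: 5 h at 4 °C. Detection: TR-FRET, emission read at 617 and 671 nm. Replicates: one well per compound, singlicate testing.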
Shn3 3UTR inh: reduction of Shn3 3'UTR firefly luciferase signal, primary screen, Schnurri-3 inhibitor project, cell-based, Clone20 osteoblasts, set 2; Clone20 osteoblast Shn3 3'UTR firefly luciferase, 24 h; inhibition, % at 12.5 µM; AID 588674, 2011; actives 0.52% (n = 360,000);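 active = mean inhibition of at least 75% with every replicate also reaching 75%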;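 also: 0% = median of neutral control wells and 100% = pilot-screen positive control compound; some compounds past the cut are filed as inactive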
CF NFkB inh: inhibitors of PAF-induced NF-kB signaling, primary screen, cell-based, GFP fluorescence, uHTS. KKLEB NF-kB-GFP reporter, GFP fluorescence overnight. inhibition, % at 5 µM. actives 0.86% (n = 360,000). AID 588850, 2011;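 active = at least 50% inhibition at 5 µM, scaled per plate between neutral and stimulator controls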;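 also: PAF is a Pseudomonas aeruginosa culture filtrate used as stimulus; plate controls were PAF-stimulated DMSO wells for no effect and unstimulated DMSO wells for full effect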
LMP1 NFkB inh: EBV LMP1-driven NF-kappaB luciferase reporter inhibitors, primary screen, cell-based, luminescence, single point; LMP1-induced NF-kappaB luciferase reporter cells; inhibition, % at 12.5 µM; actives 0.69% (n = 350,000); in the data active = inhibition above about 41%;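 also: 0% = neutral control wells and 100% = reference inhibitor control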
TRPM1 prom inh: inhibitors of MITF-dependent TRPM1 promoter reporter, primary screen, cell-based, SK-MEL-5, single point, luciferase; SK-MEL-5 TRPM1 promoter luciferase, 24 h; inhibition, % at 12.5 µM; actives 0.83% (n = 330,000);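 active = mean inhibition across replicates of 60% or more, whatever share of single replicates reaches that level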; also: values of inactives mirror those of a sister screen read the other way
Peg3 prom inh: Peg3 promoter-driven luciferase inhibitors, primary screen, cell-based, HeLa, luciferase luminescence. HeLa PEG-Prom luciferase reporter, overnight. inhibition, % at 20 µM. actives 1.7% (n = 360,000). AID 588405, 2011;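 active = inhibition of at least 50% at 20 µM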
NR2E3 ag-2: NR2E3 agonists in two-hybrid cells, primary screen, cell-based, luminescence, CHO-S, Gal4-NCOR/VP16-NR2E3 | Photoreceptor-specific nuclear receptor (Homo sapiens), Q9Y5X4 | luciferase | inhibition of corepressor binding, % at 3.98 µM | actives 0.35% (n = 360,000) | AID 602229, 2012;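 active = inhibition above the mean of all tested compounds plus 3 SD, cut at about 70% in these data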;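 also: 0% = DMSO with NR2E3 transfected cells and 100% = cells lacking NR2E3 construct; higher means lower luciferase signal from less NR2E3 corepressor binding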
hiPSC survival: enhancers of single-cell hiPSC survival, primary screen, ATPlite luminescence. 100% = ROCK inhibitor wells, 0% = DMSO. survival enhancement, % at 20 µM. actives 0.044% (n = 360,000); in the data active = survival enhancement above about 18%;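 also: cells exposed to compounds for 16 hours before the ATP read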
KKLEB cytotox: cytotoxicity in KKLEB CF airway cells, primary screen, cytotoxicity control for CF NF-kB inhibitor project, cell-based, uHTS, fluorescence assay plates. KKLEB CF airway cells viability, ATPlite luminescence, overnight; stronger effect = lower value; cells stimulated with P. aeruginosa culture filtrate. activity change (cytotoxicity), % at 5 µM. actives 0.36% (n = 360,000);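 active = corrected activity change at or below -50% at 5 µM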
TRAIL sens C8: viability loss with TRAIL in NB7+C8 cells, primary screen, TRAIL sensitizer project, cell-based, ATPlite luminescence; inhibition (viability loss, TRAIL sensitization), % at 10 µM; actives 1% (n = 360,000);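 active = compounds causing at least 50% loss of cell viability in the single-dose screen, relative to plate controls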
HIF-2a inh: HIF-2a reporter inhibitors, primary screen, luminescence, 786-0 RCC cells; actives 0.72% (n = 360,000); inhibition, % at 18.8 µM; 786-0 RCC cells HIF-2a reporter, luciferase luminescence, overnight;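 active = inhibition of the luminescence signal of 40% or more relative to plate controls, in a single-dose primary screen at 18.75 µM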
* hit, by the source's call; · = not tested or not shown. Only part of the results is shown; rates above refer to the full screens.

Values run as follows: NR2E3 ag-1 | Shn3 3UTR inh | CF NFkB inh | LMP1 NFkB inh | TRPM1 prom inh | Peg3 prom inh | NR2E3 ag-2 | hiPSC survival | KKLEB cytotox | TRAIL sens C8 | HIF-2a inh
(1) COCCS(=O)(=O)N(Cc1ccccc1)[C@H](C(=O)OC)C(C)C
    · | 1.2 | 27.8 | 8.9 | -3.0 | 10.6 | -10.1 | -0.6 | -3.3 | -6.2 | 3.7
(2) CCOC(=O)c1c(C)[nH]c(C)c1C(=O)COC(=O)CCOc1ccccc1OC
    -0.8 | -8.3 | -0.4 | 5.3 | 3.9 | 26.6 | -8.4 | 3.8 | -4.7 | -4.7 | 4.0
(3) Cn1c(NC(=O)CCc2ccccc2)cc(=O)n(C)c1=O
    2.9 | -45.3 | -35.6 | -25.2 | -65.7 | -237.7 | -103.6 | 0.2 | 7.4 | 16.4 | -242.0
(4) COc1cc(/C=N/NC(=O)c2cc(-c3ccccc3OC(C)C)nc3ccccc23)ccc1O
    -1.8 | 53.1 | -24.3 | 9.2 | -5.3 | 16.5 | 3.5 | -0.4 | -3.9 | 36.8 | -13.7
(5) CCn1c(=O)n(CC(=O)NCC2CCCO2)c(=O)c2c3c(sc21)COC(C)(C)C3 (stereo not given)
    1.7 | 3.4 | 13.8 | 0.2 | 8.2 | -5.8 | -8.0 | -0.4 | -4.4 | 8.4 | 11.3
(6) COc1cccc(NC(=O)c2cncs2)c1
    0.5 | 10.2 | 1.8 | -3.8 | 9.3 | 0.5 | -29.1 | 0.1 | -6.4 | -2.1 | 3.3
(7) CC[C@@H]1C=C(C(=O)O)[C@H](c2ccc(Cl)cc2)N1S(=O)(=O)c1ccc(C)cc1
    · | -21.1 | -10.2 | 0.3 | 1.1 | 9.6 | -32.1 | -0.8 | 19.2 | -1.4 | 5.6
(8) COC(=O)c1c(NC(=O)C2CC=CCC2C(=O)O)sc(C(N)=O)c1C (stereo not given)
    -1.3 | 10.5 | -8.0 | 0.9 | 16.2 | 11.2 | -30.1 | -1.0 | 13.1 | 10.6 | 18.6
(9) Cc1nn(C(C)CC(=O)O)c(C)c1C (stereo not given)
    1.4 | -16.3 | 9.3 | 1.6 | 1.0 | 5.6 | 4.0 | -4.2 | 5.1 | -1.2 | 16.8
(10) O=C(Nc1cccc(Cl)c1)c1nc[nH]c1C(=O)NCCCNC(=O)c1[nH]cnc1C(=O)Nc1cccc(Cl)c1
    · | 9.4 | -13.1 | -8.0 | -11.3 | 56.6* | 9.3 | -1.7 | 5.1 | 50.0* | 8.0
(11) CCCN(CC(=O)Nc1ccccc1C)C(=O)COc1ccc2c(c1)CCC2
    0.4 | -10.1 | 10.5 | 3.4 | 5.2 | 1.3 | -16.8 | 0.1 | -16.0 | -6.1 | -19.9
(12) Cc1[nH]c2ccccc2c1/C=N/Nc1nc(Nc2ccc(F)cc2)nc(N2CCOCC2)n1
    0.2 | 4.4 | 3.3 | -15.2 | -42.2 | -8.2 | 3.4 | 0.0 | -2.4 | -0.8 | 3.8
(13) CCCc1c(C(=O)N/N=C(\C)c2cccnc2)nnn1-c1nonc1N
    · | -6.1 | 11.9 | 5.6 | · | 12.7 | 7.0 | 2.6 | 1.4 | -29.6 | 3.2
(14) COc1cc2ncnc(Nc3ccc4c(c3)OCO4)c2cc1OC
    -2.8 | -20.1 | 1.4 | 8.8 | -8.6 | -1.5 | -3.4 | -0.1 | -11.9 | 9.5 | 0.9
(15) COC(=O)c1sc2ccccc2c1C(=O)OC
    · | 9.6 | 6.5 | -5.1 | 0.3 | -179.2 | -27.2 | -0.6 | -12.3 | 0.8 | -5.8

Nine entries from above, as a markdown table.
| entry | SMILES | NR2E3 ag-1 | Shn3 3UTR inh | CF NFkB inh | LMP1 NFkB inh | TRPM1 prom inh | Peg3 prom inh | NR2E3 ag-2 | hiPSC survival | KKLEB cytotox | TRAIL sens C8 | HIF-2a inh |
| --- | --- | --- | --- | --- | --- | --- | --- | --- | --- | --- | --- | --- |
| 1 | COCCS(=O)(=O)N(Cc1ccccc1)[C@H](C(=O)OC)C(C)C | · | 1.2 | 27.8 | 8.9 | -3.0 | 10.6 | -10.1 | -0.6 | -3.3 | -6.2 | 3.7 |
| 2 | CCOC(=O)c1c(C)[nH]c(C)c1C(=O)COC(=O)CCOc1ccccc1OC | -0.8 | -8.3 | -0.4 | 5.3 | 3.9 | 26.6 | -8.4 | 3.8 | -4.7 | -4.7 | 4.0 |
| 3 | Cn1c(NC(=O)CCc2ccccc2)cc(=O)n(C)c1=O | 2.9 | -45.3 | -35.6 | -25.2 | -65.7 | -237.7 | -103.6 | 0.2 | 7.4 | 16.4 | -242.0 |
| 4 | COc1cc(/C=N/NC(=O)c2cc(-c3ccccc3OC(C)C)nc3ccccc23)ccc1O | -1.8 | 53.1 | -24.3 | 9.2 | -5.3 | 16.5 | 3.5 | -0.4 | -3.9 | 36.8 | -13.7 |
| 5 | CCn1c(=O)n(CC(=O)NCC2CCCO2)c(=O)c2c3c(sc21)COC(C)(C)C3 (stereo not given) | 1.7 | 3.4 | 13.8 | 0.2 | 8.2 | -5.8 | -8.0 | -0.4 | -4.4 | 8.4 | 11.3 |
| 6 | COc1cccc(NC(=O)c2cncs2)c1 | 0.5 | 10.2 | 1.8 | -3.8 | 9.3 | 0.5 | -29.1 | 0.1 | -6.4 | -2.1 | 3.3 |
| 7 | CC[C@@H]1C=C(C(=O)O)[C@H](c2ccc(Cl)cc2)N1S(=O)(=O)c1ccc(C)cc1 | · | -21.1 | -10.2 | 0.3 | 1.1 | 9.6 | -32.1 | -0.8 | 19.2 | -1.4 | 5.6 |
| 8 | COC(=O)c1c(NC(=O)C2CC=CCC2C(=O)O)sc(C(N)=O)c1C (stereo not given) | -1.3 | 10.5 | -8.0 | 0.9 | 16.2 | 11.2 | -30.1 | -1.0 | 13.1 | 10.6 | 18.6 |
| 9 | Cc1nn(C(C)CC(=O)O)c(C)c1C (stereo not given) | 1.4 | -16.3 | 9.3 | 1.6 | 1.0 | 5.6 | 4.0 | -4.2 | 5.1 | -1.2 | 16.8 |

More entries follow.
Values run as follows: NR2E3 ag-1 | Shn3 3UTR inh | CF NFkB inh | LMP1 NFkB inh | TRPM1 prom inh | Peg3 prom inh | NR2E3 ag-2 | hiPSC survival | KKLEB cytotox | TRAIL sens C8 | HIF-2a inh
(16) Cc1cc(C)n2c(SCC(=O)NCc3ccco3)nnc2n1
    2.3 | -14.9 | -1.3 | -4.0 | 7.8 | 3.2 | -8.3 | -2.1 | 0.5 | 4.3 | 17.9
(17) CC(NC(=O)COc1ccccc1)C(c1ccccc1)N1CCN(C)CC1 (stereo not given)
    0.9 | -3.2 | 8.5 | -3.4 | 1.9 | 8.3 | -11.7 | -3.1 | 4.5 | -4.2 | 7.7
(18) Cc1ccc(NC(=O)CN2C(=O)NC(C)(C)C2=O)cc1S(=O)(=O)N1CCCCCC1
    · | 6.9 | 5.0 | 3.6 | 5.7 | 12.7 | -11.4 | -0.2 | 3.1 | -2.6 | 1.3
(19) CCOc1ncccc1C(=O)OCC(=O)Nc1c(C)cccc1C
    5.8 | -60.0 | -7.0 | 7.3 | 4.5 | 12.7 | 5.4 | 3.8 | -3.9 | 5.8 | 17.2
(20) CCn1nc(C)c(NC(=O)/C=C/c2cnn(C)c2C)c1C
    1.5 | -31.5 | -6.6 | 2.1 | -6.3 | -2.7 | 1.9 | -1.4 | 0.3 | -5.3 | 4.7
